phage Ecoli inh – growth loss of phage-infected E. coli, primary screen, RecBCD inhibitor project, absorbance, with phage, HTS. inhibition, % at 11.9 µM. 360,000 compounds, 0.26% hits. AID 651602, 2012; in the data active = inhibition above about 11%
SR-BI HDL uptake – inhibitors of SR-BI mediated HDL lipid uptake, primary screen, ldlA[mSR-BI] cells, fluorescence, single point; inhibition, % at 12.5 µM; 320,000 compounds, 0.96% hits; Scavenger receptor class B member 1 (Mus musculus), Q61009; AID 488896, 2010; ldlA[mSR-BI] CHO cells, DiI-HDL uptake fluorescence, 3 h;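 active = mean replicate inhibition of at least 70% and a set share of replicates each scoring 70 or more; inconclusive = meets just one of the two criteria; inactive = fails both criteria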;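 note: 0% = median of neutral control wells and 100% = median of positive control wells; values of inactives mirror those of a sister screen read the other way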
Target sequence (Q61009 whole entry, looked up): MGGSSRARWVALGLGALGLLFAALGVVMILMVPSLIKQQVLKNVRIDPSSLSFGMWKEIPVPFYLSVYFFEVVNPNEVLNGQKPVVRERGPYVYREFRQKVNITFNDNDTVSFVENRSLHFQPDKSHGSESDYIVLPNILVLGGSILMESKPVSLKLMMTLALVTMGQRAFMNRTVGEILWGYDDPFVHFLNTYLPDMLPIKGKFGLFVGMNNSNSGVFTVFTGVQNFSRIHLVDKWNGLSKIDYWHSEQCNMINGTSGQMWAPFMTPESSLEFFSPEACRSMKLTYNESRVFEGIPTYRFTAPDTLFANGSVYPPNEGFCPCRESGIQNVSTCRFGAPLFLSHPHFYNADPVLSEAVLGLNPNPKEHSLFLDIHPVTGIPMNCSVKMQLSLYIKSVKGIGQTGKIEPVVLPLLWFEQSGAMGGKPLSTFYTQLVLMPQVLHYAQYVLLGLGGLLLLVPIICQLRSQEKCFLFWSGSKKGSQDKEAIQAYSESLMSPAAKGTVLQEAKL
MITF act – activators of MITF-driven TRPM1 promoter reporter, primary screen, cell-based, SK-MEL-5, luciferase, single point. SK-MEL-5 TRPM1-promoter luciferase, 24 h; % of positive control, neutral wells = 0. 300,000 compounds, 0.75% hits. activation, % at 12.5 µM;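 active = mean activation of at least 80% with every replicate also reaching 80%; inconclusive = mean reaches 80% but some replicate falls short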;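 note: 0% = neutral control wells and 100% = parthenolide positive control wells; values of inactives mirror those of a sister screen read the other way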
Wnt bcat act – Wnt/beta-catenin pathway activators, primary screen, cell-based, plate reader, single point; Wnt/beta-catenin reporter cell assay, activator; activation, % at 9.35 µM; 300,000 compounds, 1.2% hits; in the data active = activation above about 30%, passing the limit was not always enough; inconclusive = no clear call, values can overlap the other calls;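 note: 0% = neutral control wells and 100% = positive control wells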
SR-BI DiI-HDL act – activators of SR-BI mediated DiI-HDL uptake, primary screen, ldlA[mSR-BI] CHO cells, DiI fluorescence; activation, % at 12.5 µM; 320,000 compounds, 0.096% hits; 3 h; 100 = double the neutral-control signal;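 active = mean replicate activation of at least 60% and every replicate at or above 60%; inconclusive = mean or all-replicate condition met, but not both; inactive = mean below 60% and not all replicates reaching 60%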;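 note: 0% = median plate neutral-control signal and 100% = twice that signal; values of inactives mirror those of a sister screen read the other way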
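Test system: SR-BI-overexpressing, LDLR-lacking CHO cells; Medium: Ham's F12 with 0.5% BSA, HEPES 25 mM, pH 7.4; Schedule: 3 h, 37 °C; Technique: bottom-read fluorescence, 550/595 nm.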
AddAB inh – growth inhibition of E. coli expressing H. pylori AddAB, primary screen, AddAB inhibitor project, absorbance. inhibition, % at 11.9 µM. 330,000 compounds, 0.29% hits; in the data active = inhibition above about 12%;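 note: 0% = vehicle wells of infected cells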
E coli growth – E. coli V3065 growth inhibition, primary screen, counter-screen for AddAB inhibitor project, absorbance, OD600; 18 h; inhibition, % at 11.9 µM; 330,000 compounds, 0.27% hits; AID 449728, 2010;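 active = inhibition above the campaign's mean inhibition across all tested compounds plus 3 SD, cut at about 9.9% in these data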;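 note: uninfected addAB+ strain grown without phage in ampicillin broth; 0% = DMSO wells and 100% = ciprofloxacin 0.95 µg/ml wells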
CAL PDZ FP-1 – untagged CAL PDZ binding inhibitors, primary screen, biochemical, fluorescence polarization, HTS; Golgi-associated PDZ and coiled-coil motif-containing protein (Homo sapiens), Q9HD26; 300,000 compounds, 0.92% hits; AID 602252, 2012; purified CAL PDZ, TMR-peptide fluorescence polarization, 1 h; inhibition, % at 24.9 µM;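 active = mean inhibition of at least 30% with at least half of replicates also reaching 30%; inconclusive = no clear call, values can overlap the other calls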;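 note: 0% = DMSO neutral control and 100% = excess unlabeled competitor peptide PRC23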
CAL PDZ FP-2 – CAL PDZ peptide-binding inhibitors, primary screen, biochemical, fluorescence polarization, Cer-tagged CAL PDZ, HTS. purified CAL PDZ, TMR-peptide fluorescence polarization, 1 h. inhibition, % at 20 µM. 330,000 compounds, 0.02% hits. AID 504414, 2011;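 active = highest replicate inhibition of at least 40%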;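 note: plate controls were DMSO neutral control wells for no effect and unlabeled competitor peptide control wells for full effect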
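Test system: tagged CAL PDZ domain / Buffer or medium: sodium phosphate/NaCl buffer pH 7.4 with TCEP, IgG, Thesit / Reagent: TMR-labelled reporter peptide T*-PRC34 bound in PDZ groove / Compound dosing: single point, 20 µM / Schedule: 1 h incubation at room temperature before polarization reading / Technique: fluorescence polarization (mP) / Benchmarks: unlabelled peptide, DMSO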
Tat transport – E. coli Tat export inhibitors, primary screen, MC4100, TorA-mCherry reporter, fluorescence, single point | inhibition, % at 10 µM | 340,000 compounds, 0.036% hits;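 active = mean replicate inhibition at least 50% and at least half of replicates individually reaching 50%; inconclusive = only one of the two criteria met; inactive = neither criterion met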;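 note: exported cargo escapes ClpAP degradation while cytoplasmic cargo is degraded and loses fluorescence; 0% = median of neutral control wells and 100% = median of NaSCN control wells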
* marks the source's active call; other numbers are inactive results; ? = inconclusive; nt = not tested or not shown; & = joins results of further samples. Hits appear at their usual frequency. About 3.6% of those tested had a hit in this group.

SMILES	phage Ecoli inh	SR-BI HDL uptake	MITF act	Wnt bcat act	SR-BI DiI-HDL act	AddAB inh	E coli growth	CAL PDZ FP-1	CAL PDZ FP-2	Tat transport
C=CCNC(=S)N1CCC(C(N)=O)CC1	1.2	-5.7	5.0	-0.2	5.7	3.4	-1.3	-10.0	-4.5	-7.7
Cc1ccc(C(=O)NC(C)(COc2nonc2C)COc2nonc2C)cc1	0.6	18.2	?	nt	-18.2	3.0	-0.9	9.9	0.4	-4.9
Cn1c(CCNC(=O)c2ccccc2Cl)n[nH]c1=S	1.3	-1.6	1.9	nt	1.6	2.4	2.6	-0.9	0.1	0.8
Cc1ccc(C(O)CN2C3=NCCCN3c3ccccc32)cc1 (centres undefined)	1.2	-17.4	0.2	-1.2	17.4	-0.6	1.2	-0.3	-2.1	-0.2
CN(C)c1nc(N)nc(CSc2nnnn2-c2cccc3ccccc23)n1	2.2	14.5	-24.8	-5.4	-14.4	1.1	-1.5	-0.7	-0.5	-2.4
CC(=O)c1nnn(-c2c(F)cccc2F)c1C	0.9	-16.8	24.0	2.4	16.8	2.0	1.0	0.0	0.7	3.2
CNc1nc(Nc2ccc([N+](=O)[O-])cc2)nc(OCC(F)(F)F)n1	3.3	5.8	nt	-1.1	-5.8	1.4	0.1	nt	0.5	-4.8
COc1cccc(NC(=S)N2CCCC2)c1	3.8	-25.1	9.2	nt	25.1	1.8	-0.2	-1.2	0.0	5.8
COc1ccc(-n2c3c(cc(C(=O)NC4CCSC4=O)c2=O)C(=O)CC(C)(C)C3)cc1 (centres undefined)	1.0	18.1	-8.1	nt	-18.1	-0.2	0.9	-1.1	-2.3	-0.9
CCOc1cccc(-c2c(C(=O)N/N=C/c3ccco3)nnn2-c2nonc2N)c1	nt	18.8	13.3	-1.0	-18.8	0.9	-1.4	-3.5	-2.6	-9.2
Oc1ccc(CNc2ccccc2F)c2cccnc12	2.2&3.1	22.9	-66.8	-3.4&-20.2	-22.9	2.1	0.6	1.7	-2.9	4.7
O=S(=O)(CCN1CCN(C(c2ccccc2)c2ccccc2)CC1)C(F)(F)F	-0.4	-17.3	-2.6	nt	17.3	0.6	-1.8	0.0	-1.4	-3.5
CCOC(=O)Cc1cnc(NC(=O)CSc2nc(C(C)C)cc(=O)[nH]2)s1	1.1	1.7	-0.3	-1.7	-1.7	5.6	0.6	0.1	0.8	-2.1
COc1cc(NC(=O)CCN2CCOCC2)cc(OC)c1	5.1	6.4	-6.8	0.2	-6.4	nt	nt	-3.9	nt	3.8
CCOC(=O)c1sc2nccc(N(C)C)c2c1N=CN(C)C	1.4	-4.9	3.5	-3.1	4.9	3.0	-0.9	1.9	-0.3	-0.9
CCOC(=O)c1c(C)[nH]c(C(=O)Cn2nnc(-c3ccc(Cl)cc3)n2)c1C	-9.7	-9.8	0.4	-6.5	9.8	3.1	1.7	-0.4	-2.3	2.3
COc1cc(NC2c3ncccc3C(=O)N2Cc2ccco2)cc(OC)c1OC (centres undefined)	3.4	-4.0	-11.0	0.7	4.0	0.9	-0.8	2.1	-0.7	-0.4
COc1ccc(N2C(=O)CCC(C(=O)N(C)CCc3ccccn3)C2c2ccc(OC)c(OC)c2)cc1 (centres undefined)	0.6	-5.9	-30.6	0.3	5.9	0.4	1.7	-2.3	-1.1	-8.5
COC(=O)c1ccc(C(=O)OC)c(NC(=O)CCc2ccc(C)o2)c1	2.5	27.3	6.5	0.2	-27.3	0.7	0.8	-2.3	0.0	10.5
O=C(CNC(=O)c1ccc2c(c1)OCO2)N/N=C(Br)/C=C/c1ccccc1	0.2	-18.9	-2.5	nt	18.9	1.2	-0.9	-4.1	-0.6	0.0

Random excerpt: three entries already listed, in no set order.
SMILES	phage Ecoli inh	SR-BI HDL uptake	MITF act	Wnt bcat act	SR-BI DiI-HDL act	AddAB inh	E coli growth	CAL PDZ FP-1	CAL PDZ FP-2	Tat transport
O=C(CNC(=O)c1ccc2c(c1)OCO2)N/N=C(Br)/C=C/c1ccccc1	0.2	-18.9	-2.5	nt	18.9	1.2	-0.9	-4.1	-0.6	0.0
COc1cc(NC2c3ncccc3C(=O)N2Cc2ccco2)cc(OC)c1OC (centres undefined)	3.4	-4.0	-11.0	0.7	4.0	0.9	-0.8	2.1	-0.7	-0.4
CCOC(=O)Cc1cnc(NC(=O)CSc2nc(C(C)C)cc(=O)[nH]2)s1	1.1	1.7	-0.3	-1.7	-1.7	5.6	0.6	0.1	0.8	-2.1

The list goes on.
SMILES	phage Ecoli inh	SR-BI HDL uptake	MITF act	Wnt bcat act	SR-BI DiI-HDL act	AddAB inh	E coli growth	CAL PDZ FP-1	CAL PDZ FP-2	Tat transport
CCCCc1nnc(NC(=O)CCS(=O)(=O)Cc2ccccc2)s1	0.6	-44.3	-9.4	-2.2	44.3	2.5	-2.1	-1.6	-1.8	4.7
CC(=O)Nc1cccc(-c2csc(N)n2)c1	2.7	-8.3	7.3	-0.3	8.3	2.1	-0.5	-1.8	-2.0	-3.2
CC1CC(C)(C)CC2(C1)NC(=O)N(CC(=O)N(Cc1ccccc1)c1ccccc1)C2=O (centres undefined)	2.9	-6.9	-9.3	-1.0	6.9	-0.2	-1.0	-1.2	-0.2	11.8
CCc1ccc(OCC(=O)N(Cc2cccs2)C2CCS(=O)(=O)C2)cc1 (centres undefined)	1.9	1.7	-6.2	0.3	-1.7	1.4	-0.9	nt	-4.2	-2.1
CC(=O)Nc1ccc(NC(=O)CSc2ccc(-c3ccco3)nn2)cc1	-0.6	-9.1	-1.2	-3.2	9.1	6.0	-1.8	2.8	0.1	1.7
Cc1cccc(C(=O)NNC(=O)c2ccco2)c1O	0.8	59.7	14.6	0.0	-59.7	3.6	4.5	1.8	-3.6	0.1
COc1cc(C(=O)CSc2nncn2C)cc(OC)c1OC	-2.0	-14.4	14.2	-3.1	14.4	3.7	-0.6	-4.6	-0.3	5.0
CC(C)NC(=O)C1CCN(C2CCN(C(=O)c3ccc4cccc(F)c4n3)CC2)CC1	3.1	-26.2	1.0	-1.8	26.2	1.4	-0.2	nt	-3.0	-2.7
CC1CCN(CCCNC(=O)c2ccc3c(Cl)c4c(nc3c2)CCCC4)CC1	4.1	nt	-18.4	-6.2	nt	3.7	-1.9	-0.5	-7.0	0.2
Cc1ccccc1NS(=O)(=O)c1cc(C(=O)NCCSC2CCCCC2)ccc1C	0.1	5.3	-4.0	-2.7	-5.3	1.1	-0.9	-1.3	-1.8	9.1
NC(=O)c1ccc(NC(=O)COC(=O)CCCOc2ccccc2)cc1	1.9	-21.3	9.6	-0.9	21.3	nt	nt	4.7	-1.7	-1.2
Cc1ccc2oc(Nc3nc(C)c(C)c(C)n3)nc2c1	-0.5	6.5	nt	40.9*	-6.5	4.7	1.7	-2.5	-1.0	-2.0
CC(C)(C)S(=O)c1cccs1 (centres undefined)	-0.5	-18.6	-7.6	-0.9	18.6	2.1	1.1	-2.1	-0.7	-0.8
CC(C)(C)NC(=O)C(c1ccco1)N(C(=O)Cn1nnc(-c2ccc(F)cc2)n1)c1ccccc1F (centres undefined)	2.2	3.3	-4.4	nt	-3.3	1.4	0.2	nt	-0.9	-1.8
O=C(CN1C(=O)CCC1=O)Nc1nc(-c2ccc(Oc3ccccc3)cc2)cs1	5.5	-10.8	4.5	-0.2	10.8	4.6	0.7	1.5	-2.9	3.1
CCN(CC)CC(O)CCCCCCCCC(=O)OC (centres undefined)	0.5	nt	nt	2.8	nt	0.5	1.1	nt	nt	nt
CCCCn1c(N)c(N(Cc2ccccc2OC)C(=O)COc2ccc(F)cc2Cl)c(=O)[nH]c1=O	1.7	-2.4	9.7	-2.8	2.4	-3.5	0.0	4.5	-2.3	2.1
O=C(Nc1ccc(F)cc1F)C1CCCN(c2ncnc3c2nc2n3CCCCC2)C1 (centres undefined)	nt	11.2	-3.1	nt	-11.2	0.5	-1.6	3.4	-2.6	-0.1
CC(Sc1nnc(N)s1)C(=O)Nc1ccc2c(c1)OCCO2 (centres undefined)	1.5	3.6	14.3	13.8	-3.6	-0.4	-0.1	0.6	-2.8	3.9
O=C(c1c(F)cccc1F)N1CCN(S(=O)(=O)c2ccc3c(c2)OCCO3)CC1	0.6	-39.5	-8.2	3.1	39.5	2.4	2.7	-3.7	0.1	-42.2

Printed as active in Wnt bcat act (from the list above):
Structure,phage Ecoli inh,SR-BI HDL uptake,MITF act,Wnt bcat act,SR-BI DiI-HDL act,CAL PDZ FP-1,CAL PDZ FP-2,Tat transport
Cc1ccc2oc(Nc3nc(C)c(C)c(C)n3)nc2c1,-0.5,6.5,nt,40.9*,-6.5,-2.5,-1.0,-2.0

The results go on:
SMILES	phage Ecoli inh	SR-BI HDL uptake	MITF act	Wnt bcat act	SR-BI DiI-HDL act	AddAB inh	E coli growth	CAL PDZ FP-1	CAL PDZ FP-2	Tat transport
CCCSc1ccc2nc(-c3ccccc3)cn2c1	0.1	7.4	-78.3	nt	-7.4	1.5	1.4	-3.8	-2.6	0.7
COc1ccc(N2CCN(C(=O)C3CCN(S(=O)(=O)c4ccc(F)cc4)CC3)CC2)cc1	2.7	9.6	3.6	-1.8	-9.6	-1.4	-3.3	-2.9	-0.2	1.1
CCCCCCC(=O)N(O)C1CC(=O)N(c2ccc(F)cc2)C1=O (centres undefined)	2.6	2.5	nt	5.5	-2.5	4.1	3.2	nt	-0.7	-1.3
COc1cccc(-c2nc(CS(=O)(=O)CC(=O)N3CCN(C)CC3)c(C)o2)c1	0.8	-24.3	0.5	-0.6	24.3	0.8	0.3	0.2	-0.1	1.6
CCOC(=O)N1CCC(NC(=O)CCc2cn(C)c3ccccc23)CC1	0.8	34.2	7.7	-3.8	-34.2	0.6	-2.7	-5.0	-0.1	-4.0
CC(C)CNC(=O)/C(C#N)=C1\N=C(NC(=O)c2ccco2)c2ccccc21	3.5	44.4	28.8	1.6	-44.4	2.2	-0.6	-4.9	-2.1	-2.1
COc1ccc(-c2nnn(CC(=O)N(C3CCCCC3)C(C)C(=O)NC3CCCC3)n2)cc1OC (centres undefined)	-0.7	85.7*	-4.9	nt	-85.7	2.5	-2.3	nt	-0.8	0.2
O=C(NCC1CCCO1)c1cccc(S(=O)(=O)Nc2cccc(C(F)(F)F)c2)c1 (centres undefined)	3.5	-17.1	6.8	-4.7	17.1	-0.2	1.5	nt	-0.4	-8.2
